Tau ThT inhib: qHTS for Inhibitors of Tau Fibril Formation, Thioflavin T Binding. Microtubule-associated protein tau (Homo sapiens), P10636. recombinant tau K18 P301L, heparin-induced fibrillization, ThT fluorescence. Potency, µM (titrated, usually from 57.4 µM), for inactives: top-dose activity, negative = inhibition, actives largely listed as inhibitors. hit rate 2.1% among 270,000; further: on the % scale 0 is the no-effect control and ±100 the full control effect; nearly all actives have a fitted effect of over 55% in size
Target sequence (P10636 561-689 P618L limits assumed): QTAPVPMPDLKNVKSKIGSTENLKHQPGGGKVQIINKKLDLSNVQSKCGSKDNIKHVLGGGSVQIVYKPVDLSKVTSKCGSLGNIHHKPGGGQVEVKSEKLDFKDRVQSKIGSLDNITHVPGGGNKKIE
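Using a mix of unlabeled (15 uM) and Alexa 594-labeled (0.24 uM) tau K18 P301L, heparin-triggered fibrillization over 6 hr at 37 C was scored by ThT fluorescence.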
HTT ATP protect: qHTS Multiplex Assay to Identify Dual Action Probes in a Cell Model of Huntington: Cytoprotection (ATP) | Potency, µM (titrated, usually from 56.4 µM), without a hit: cytoprotection (ATP increase), usual class: activators | PC12 HTT-Q103 induced, cytoprotection, ATP luminescence, 40 h | AID 1471, 2008 | hit rate 0.14% among 230,000;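 further: % of control where 0% means no effect; nearly all actives have a fitted effect of over 45% in size; toxic huntingtin expression switched on by the ecdysone agonist tebufenozide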
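Cells were plated at 1500 per well in phenol red-free DMEM with 5% equine and 5% calf serum. Tebufenozide (100 nM final) and compounds were added, then ATPlite reagent, and luminescence was read.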
JMJD2E inh: qHTS Assay for Inhibitors of Human Jumonji Domain Containing 2E (JMJD2E) | JMJD2E catalytic domain, FDH-coupled NADH fluorescence (FDH is formaldehyde dehydrogenase) | Potency, µM (series often up to 57.1 µM), inactives show at the highest dose activity change, negative = inhibition, most hits filed as inhibitors | hit rate 1.6% among 230,000 | AID 2147, 2009; active means well fitted inhibition curve with a large enough effect, not every such curve was filed as active; inconclusive means small, poorly fitted or top-dose-only effect, or another doubt; inactive means no such curve, though single readings can be large or run the other way;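 further: 0% = wells with enzyme and -100% = buffer wells without enzyme; nearly all actives have a fitted effect of over 50% in size; many of its hits are not listed in these tables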
Target sequence (B2RXH2 1-337 limits assumed): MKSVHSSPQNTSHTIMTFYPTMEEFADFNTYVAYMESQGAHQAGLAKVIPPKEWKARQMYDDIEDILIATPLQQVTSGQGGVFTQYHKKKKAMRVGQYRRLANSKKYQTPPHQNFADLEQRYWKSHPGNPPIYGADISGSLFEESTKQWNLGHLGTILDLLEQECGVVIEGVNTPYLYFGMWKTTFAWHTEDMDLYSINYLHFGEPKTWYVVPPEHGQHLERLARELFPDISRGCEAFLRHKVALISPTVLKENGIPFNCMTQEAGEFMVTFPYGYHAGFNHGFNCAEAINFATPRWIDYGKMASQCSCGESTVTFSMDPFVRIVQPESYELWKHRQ
ALDH1A1 block: qHTS Assay for Inhibitors of Aldehyde Dehydrogenase 1 (ALDH1A1); hit rate 7.3% among 220,000; Purified ALDH1A1, NADH fluorescence, propionaldehyde substrate; Aldehyde dehydrogenase 1A1 (Homo sapiens), P00352; Potency, µM (top dose mostly 75.3 µM), without a hit: at the highest dose activity, negative = inhibition, most hits filed as inhibitors; active means well fitted inhibition curve with a large enough effect, not every such curve was filed as active; inconclusive means small, poorly fitted or top-dose-only effect, or another doubt; inactive means no such curve, though single readings can be large or run the other way;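 further: plate controls were no enzyme wells and a reference inhibitor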
HttQ103 aggreg: qHTS Multiplex Assay to Identify Dual Action Probes in a Cell Model of Huntington: Aggregate Formation (GFP); Potency, µM (top dose mostly 46.1 µM), for inactives: at the top dose activity change, negative = inhibition, actives largely listed as inhibitors; PC12 HttQ103-GFP aggregates, Acumen cytometry, 40 h; hit rate 1.1% among 220,000; further: on the % scale 0 is the no-effect control and ±100 the full control effect; nearly all actives have a fitted effect of over 60% in size
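Steps: seed 1500 PC12 HTTQ103-GFP cells/well; add tebufenozide, 100 nM final; add compound titration; add ATPLite reagent; quantify GFP aggregates by laser scanning cytometry.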
SMN2 splice up: qHTS Assay for Enhancers of SMN2 Splice Variant Expression; HEK293 SMN2-luciferase splicing reporter, luminescence, 30-36 h; Potency, µM (series often up to 46.1 µM), for the others: top-dose activity change, positive = activation, usual class: activators; hit rate 2.8% among 210,000; AID 1458, 2008; further: % of control where 0% means no effect; nearly all actives have a fitted effect of over 55% in size
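HEK293 cells carry an SMN2 minigene-luciferase reporter in which exon 7 inclusion puts luciferase in frame. Cells were seeded at 2000 cells/well, attached for 10-12 hours, then exposed to compounds for 30-36 hours at 37C before ONE-Glo luminescence.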
Tau fluor counter: Counterscreen qHTS for Inhibitors of Tau Fibril Formation, Fluorescence Polarization. Potency, µM (top dose mostly 57.7 µM), inactives show at the top dose activity change, negative = decrease. AID 1463, 2008. tau K18 P301L (four-repeat tau fragment) Alexa594 fluorescence, heparin fibrillization. hit rate 0.93% among 280,000; further: on the % scale 0 is the no-effect control and ±100 the full control effect; nearly all actives have a fitted effect of over 55% in size
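Human K18 P301L tau (15 uM unlabeled plus 0.24 uM Alexa 594-labeled, final) in 100 mM sodium acetate pH 7 was mixed with compound and 20 uM heparin and incubated 6 hr at 37 C.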
Tau FP inhib: qHTS for Inhibitors of Tau Fibril Formation, Fluorescence Polarization; AID 1468, 2008; Potency, µM (highest dose often 57.7 µM), for inactives: top-dose activity, negative = inhibition, hits mostly inhibitors; hit rate 0.39% among 280,000; K18 P301L tau heparin fibrillization, Alexa594 FP, 6 h; further: on the % scale 0 is the no-effect control and ±100 the full control effect; nearly all actives have a fitted effect of over 55% in size
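Compound effects on tau fibrillization are measured by Alexa 594 fluorescence polarization (ex 555, em 632 nm). K18 P301L tau is used at 15 uM with 0.24 uM labeled tracer, and 20 uM heparin induces aggregation over 6 hr at 37 C.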
* = called active by the depositor; ? = inconclusive; nt = not tested or not shown; [ ] = remark or other dose. Unless noted, the call rests on the fitted dose curve; in most records, active means well fitted curve in the direction sought with a large enough effect; inconclusive means small, poorly fitted or top-dose-only effect, or another doubt; inactive means no such curve, though single readings can be large; an effect the other way counts as inactive or inconclusive. Potency means the concentration at half of the fitted maximal effect. An excerpt (hit frequency here may not be typical).

molecule,Tau ThT inhib,HTT ATP protect,JMJD2E inh,ALDH1A1 block,HttQ103 aggreg,SMN2 splice up,Tau fluor counter,Tau FP inhib
COc1ccc(-c2cc(-n3c(C(F)(F)F)nc4ccccc43)n(CCC#N)n2)cc1,-10%,-16%,-2%,?,2.8µM*,1%,-16%,3%
CN1CCC(NC(=O)Nc2cccc(C(F)(F)F)c2)CC1,-4%,12%[10 µM],-1%,8%,-6%[9.22 µM],nt,-9%,-9%
Nc1nn(S(=O)(=O)c2ccccc2)cc1-c1cccc([N+](=O)[O-])c1,-11%,6%,-2%,?,1%,nt,-22%,-3%
Cc1ccc(NC(=O)c2cc(C)on2)cc1,-18%,-33%,-5%,?,?,nt,-14%,-7%
COc1ccc(C(=O)Oc2cc(N)n(S(=O)(=O)c3ccccc3)n2)cc1,?,0.71µM*,1%,7%,?,8%,-29%,?
Cc1nc2ccc(-c3nc4ccccc4[nH]3)cc2[nH]1,10%,nt,22%,2%,nt,2.8µM*,5%,0%
Cc1nc2ccccc2cc1C(=O)N/N=C/c1cccs1,1%,6%[0.074 µM],-1%,1%,-3%,3%,7%,-1%
Cc1[nH]n(-c2nc(-c3cccc([N+](=O)[O-])c3)cs2)c(=O)c1C,?,nt,-3%,?,-23%,13µM*,-11%,3%
C#CCN1C(=O)C(O)(CC(=O)/C=C/C=C/c2ccccc2)c2ccccc21 (stereo unspecified),-15%,-32%,-2%,6.3µM*,-7%,-7%,-10%,-6%
O=C(CSc1nnc(Nc2ccccc2)s1)Nc1cccc(S(=O)(=O)N2CCCCC2)c1,-3%,-34%[10 µM],1%,-6%,4%,-22%,-6%,8%
O=C(COC(=O)Cn1cnc2ccccc21)NCCc1ccccc1,-13%,7%[10 µM],3%,-6%,-1%,-2%,-15%,-1%
COc1ccc([N+](=O)[O-])cc1/C=N/NC(=O)Cc1ccccc1,5%,9%[10 µM],-12%,?,1%[9.22 µM],-5%,2%,4%
CC(C)NC(=O)CN1C(=O)C(=O)c2ccccc21,-9%,14%[10 µM],2%,-5%,10%,-10%,-11%,1%
CCCS(=O)(=O)N1CCN(c2ccccc2F)CC1,2%,-8%,?,-1%,-23%,4%,2%,7%
CCN(CC)c1cccc(OCC(=O)N(C)CCC#N)c1,-16%,0%[10 µM],?,?,-4%,-9%,1%,-5%
Nc1ccc(NC2C[C@@H](C(=O)O)NC2=O)cc1 (stereo partly specified),-7%,nt,-8%,1%,1%,5%,-6%,-3%
CCOC(=O)Nc1ccc2c(CN3CCN(S(=O)(=O)c4ccccc4)CC3)cc(=O)oc2c1,0%,-14%[10 µM],-1%,-1%,-11%,-1%,-2%,0%
COc1ccc(C)cc1NC(=O)C1CC(=O)N(Cc2ccco2)C1 (stereo unspecified),-11%,-2%,0%,-11%,11%,1%,3%,-4%
C#CCOCCOCCOCCNc1nc(N2CCOCC2)nc(N2CCN(C(=O)[C@H](Cc3cc4ccccc4[nH]3)n3cc([C@@H](N)Cc4ccc(O)cc4)nn3)CC2)n1,-7%,6%[10 µM],8%,12%,12%[9.22 µM],nt,-12%,5%
CNC(=O)c1ccc(Nc2nnc(-c3ccc(C)c(S(=O)(=O)N4CCOCC4)c3)c3ccccc23)cc1,-10%,nt,nt,nt,nt,-11%,?,?
CC1CCCCN1C(=O)CSc1nc(-c2ccccc2)cn1N (stereo unspecified),0%,-19%,-14%,?,6%,19%,1%,1%
Cc1ccc(Oc2nc(C(F)(F)F)nc3ccccc23)cc1,-10%,-13%[10 µM],4%,3%,4%,10%,-13%,-8%
CC1CN(c2cc(=O)n(-c3ccc(Cl)cc3)c(=O)[nH]2)CC(C)O1 (stereo unspecified),-4%,-27%,-2%,7%,6%,-1%,3%,6%
Cc1nc(-c2nc(CC(=O)NNC(=O)c3ccc(Cl)cc3)cs2)cs1,0%,10%[10 µM],-1%,nt,-29%[9.22 µM],nt,-1%,0%
Cc1ccccc1-n1c(SCC(=O)c2cc(C)n(C)c2C)nnc1-c1cccnc1,-14%,-3%[10 µM],-7%,?,12%,-8%,-12%,5%
Cc1noc(C)c1S(=O)(=O)N1CCC(C(=O)Nc2ccccn2)CC1,-1%,-14%,0%,-2%,11%,-5%,3%,-2%
O=C(CN1CCN(c2ccccc2F)CC1)c1ccc2c(c1)OCO2,-22%,-1%,-16%,14µM*,22%,-17%,-3%,-2%
Cc1cccc(-n2c(N)c(-c3nc4ccccc4n3C)c3nc4ccccc4nc32)c1,4%,36%[10 µM],?,6%,26%,-15%,-21%,8%

Structures shown so far with fluorine:
molecule,Tau ThT inhib,HTT ATP protect,JMJD2E inh,ALDH1A1 block,HttQ103 aggreg,SMN2 splice up,Tau fluor counter,Tau FP inhib
COc1ccc(-c2cc(-n3c(C(F)(F)F)nc4ccccc43)n(CCC#N)n2)cc1,-10%,-16%,-2%,?,2.8µM*,1%,-16%,3%
CN1CCC(NC(=O)Nc2cccc(C(F)(F)F)c2)CC1,-4%,12%[10 µM],-1%,8%,-6%[9.22 µM],nt,-9%,-9%
CCCS(=O)(=O)N1CCN(c2ccccc2F)CC1,2%,-8%,?,-1%,-23%,4%,2%,7%
Cc1ccc(Oc2nc(C(F)(F)F)nc3ccccc23)cc1,-10%,-13%[10 µM],4%,3%,4%,10%,-13%,-8%
O=C(CN1CCN(c2ccccc2F)CC1)c1ccc2c(c1)OCO2,-22%,-1%,-16%,14µM*,22%,-17%,-3%,-2%

Fetched by compound from the list above, two records:
molecule,Tau ThT inhib,HTT ATP protect,JMJD2E inh,ALDH1A1 block,HttQ103 aggreg,SMN2 splice up,Tau fluor counter,Tau FP inhib
Cc1cccc(-n2c(N)c(-c3nc4ccccc4n3C)c3nc4ccccc4nc32)c1,4%,36%[10 µM],?,6%,26%,-15%,-21%,8%
Cc1ccccc1-n1c(SCC(=O)c2cc(C)n(C)c2C)nnc1-c1cccnc1,-14%,-3%[10 µM],-7%,?,12%,-8%,-12%,5%
